# TRPC4 act: TRPC4 (mouse) channel activation | Q9QUQ5 | HEK293 TRPC4beta/mu-opioid, Fluo4 calcium fluorescence; active compounds read high | B-score at 10 µM | 310,000 tested, 0.49% active | AID 2237;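 active means B-score above 5 SD of library B-scores, and initial fluorescence ratio not above library mean plus 5 SD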;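 further: positive B-score marks a calcium rise read as TRPC4 activation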
#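 system = HEK293 cells stably co-expressing mouse TRPC4beta and mu-opioid receptor | schedule = Fluo4 dye loading 45 min at room temperature, 110 s recording | measure = B-scored integrated calcium fluorescence ratio | signal = Fluo4 calcium-sensitive dye fluorescence, kinetic, 1 Hz baseline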
# DYRK1A inh: Dyrk1A (rat) kinase inhibition; Q63470; 310,000 tested, 0.43% active; inhibition, % at 12.5 µM; ADP-Glo luminescence, NFATc1 peptide; in the data active means inhibition above about 50%;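 further: plate controls were vehicle with enzyme for no effect and no enzyme for full effect; many of its hits are not listed in these tables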
# hERG rescue: compounds protecting human hERG from proarrhythmic drug block; CHO-hERG, FluxOR thallium flux, dofetilide IC70 present; 310,000 tested, 0.51% active; Q12809; activation (rescue from dofetilide block), less the hit threshold, % at 10 µM;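 active means activation above the mean of controls blocked by dofetilide plus 5 SD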;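 further: thallium influx through hERG after potassium depolarization seen as dye fluorescence rise; in these data hits start at about 4.7%; inactives centre near -7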
# TMEM16A act: activators or potentiators of mouse TMEM16A chloride channel; HEK293 TMEM16A/YFP-H148Q/I152L, iodide quench fluorescence; active compounds read low; B-score at 10 µM; 340,000 tested, 0.3% active; AID 623877;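 active means fluorescence-ratio B-score plate-corrected deviation score at least 3 library SD below zero, with starting fluorescence score within 5 deviations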;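 further: channel opened by trigger with iodide after compound preincubation; score built on the fluorescence ratio of max minus min over baseline; more negative score means more quench and so TMEM16A activation or potentiation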
# Target sequence (Q8BHY3 whole entry, looked up): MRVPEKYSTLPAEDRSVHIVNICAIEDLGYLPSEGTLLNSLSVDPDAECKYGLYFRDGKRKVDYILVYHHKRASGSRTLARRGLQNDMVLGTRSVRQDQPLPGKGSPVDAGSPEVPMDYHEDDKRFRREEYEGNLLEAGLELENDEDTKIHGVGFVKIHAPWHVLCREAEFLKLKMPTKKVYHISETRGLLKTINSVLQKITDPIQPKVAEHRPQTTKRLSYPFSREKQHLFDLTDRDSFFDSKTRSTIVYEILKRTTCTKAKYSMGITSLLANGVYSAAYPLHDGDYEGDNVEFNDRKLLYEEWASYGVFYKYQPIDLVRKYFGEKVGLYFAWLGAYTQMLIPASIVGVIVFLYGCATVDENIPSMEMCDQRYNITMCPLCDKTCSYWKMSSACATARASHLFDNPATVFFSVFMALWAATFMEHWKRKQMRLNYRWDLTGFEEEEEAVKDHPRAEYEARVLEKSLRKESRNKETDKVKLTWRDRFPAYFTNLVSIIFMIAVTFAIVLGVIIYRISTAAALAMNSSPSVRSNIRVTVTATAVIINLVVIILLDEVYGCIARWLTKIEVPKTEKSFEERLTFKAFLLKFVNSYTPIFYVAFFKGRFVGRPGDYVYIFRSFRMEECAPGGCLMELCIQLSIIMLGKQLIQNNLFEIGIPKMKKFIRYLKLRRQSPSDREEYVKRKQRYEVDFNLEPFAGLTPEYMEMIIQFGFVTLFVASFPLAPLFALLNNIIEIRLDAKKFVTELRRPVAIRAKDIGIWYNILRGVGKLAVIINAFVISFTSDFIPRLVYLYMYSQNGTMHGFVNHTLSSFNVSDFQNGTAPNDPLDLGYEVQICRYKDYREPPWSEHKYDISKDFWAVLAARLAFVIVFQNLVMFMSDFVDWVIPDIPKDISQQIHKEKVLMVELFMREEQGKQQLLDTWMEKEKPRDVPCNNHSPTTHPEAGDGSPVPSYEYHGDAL
# HDAC3 inh: inhibitors of human histone deacetylase 3. O15379. recombinant HDAC3, fluorogenic peptide/trypsin coupled, fluorescence. inhibition, % at 8.3 µM. 320,000 tested, 0.15% active. AID 2718; in the data active means inhibition above about 26%, passing the limit was not always enough
# KCNK9 inh: blocks the human KCNK9 two-pore domain potassium channel. HEK293 KCNK9, FluxOR thallium flux fluorescence; active compounds read low. B-score at 10 µM. AID 488922. 310,000 tested, 1.2% active;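 active means ratio B-score over 3 SD below the library mean, with starting fluorescence within 5 SD of its mean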;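 further: negative B-score means less thallium flux so channel inhibition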
# KCNQ1 inh: blocks the human KCNQ1 potassium channel; P51787; CHO-K1 KCNQ1, FluxOR thallium flux fluorescence; active compounds read high; B-score at 10 µM; 310,000 tested, 1.3% active;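 active means compounds whose thallium flux B-score, printed positive for inhibition, exceeds three library SD while starting fluorescence stays within three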;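 further: channel opened by potassium depolarization with thallium stimulus after 20 min compound exposure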
# TRPC4 PAM: TRPC4 (mouse) allosteric potentiation; HEK293 TRPC4beta/mu-opioid, DAMGO EC20, Fluo-4 Ca2+ flux; active compounds read high; 310,000 tested, 0.42% active; B-score at 10 µM; Q9QUQ5;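 active means B-score of calcium response area above 5 SD of library B-scores, with initial fluorescence ratio within 5 SD of library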;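 further: B-score of integrated fluorescence ratio over time as area under calcium response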
# KCNQ1 act: potentiates or activates the human KCNQ1 potassium channel | P51787 | CHO-K1 KCNQ1, thallium flux FluxOR fluorescence; active compounds read high | B-score at 10 µM | 310,000 tested, 0.35% active | AID 2648;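 active means fluorescence ratio B-score, a plate-corrected score, at least three library SD, with initial intensity B-score within 5 SD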
#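 Material: CHO-K1 cells stably expressing KCNQ1. Medium: assay buffer for compound exposure, DMSO matched across wells. Reagent: K+/Tl+ depolarizing stimulus. Compound dosing: single-concentration screen. Times: 37 °C overnight plating, 90-min dark dye load, 20-min compound pretreatment. Technique: FluxOR Tl+ flux fluorescence.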
# KCNK3 inh: human KCNK3 channel inhibition, primary screen. CHO-KCNK3 thallium flux, FluxOR fluorescence; active compounds read low. B-score at 10 µM. AID 602410. O14649. 340,000 tested, 0.84% active;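 active means B-score under library mean minus 4 SD, starting fluorescence ratio at most library mean plus 5 SD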;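 further: more negative B-score means stronger inhibition of thallium flux through KCNK3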
# ANO1 block: mouse TMEM16A channel inhibition, primary screen. Q8BHY3. HEK293 TMEM16A/YFP iodide influx fluorescence, ionomycin. normalized B-score (activity score, 25-100; higher = stronger inhibition) at 10 µM. 310,000 tested, 1.2% active. AID 588511;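 active means ratio plate-corrected score three or more library SD toward inhibition, starting fluorescence score within five deviations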;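 further: score derived from kinetic fluorescence span divided by baseline fluorescence per well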
# * = called active by the depositor; i = inactive; x = not tested or not shown. Some of the compounds tested; the hit share may differ from the screen's.
SMILES,TRPC4 act,DYRK1A inh,hERG rescue,TMEM16A act,HDAC3 inh,KCNK9 inh,KCNQ1 inh,TRPC4 PAM,KCNQ1 act,KCNK3 inh,ANO1 block
Cc1cc(N2CCN(S(=O)(=O)c3ccc(Br)cc3)CC2)n2ncnc2n1,i,-3,-12,i,3,i,i,i,i,i,i
CCOC(=O)n1c(=O)n(Cc2ccc(F)cc2)c2ccccc21,i,-5,-7,i,-3,i,i,i,i,i,i
Cc1ccc(-c2c(C(=O)N/N=C/c3sccc3C)nnn2-c2nonc2N)cc1,i,36,-8,i,2,i,i,i,i,i,i
O=C(NC1CCCCC1)c1cnn2c(C(F)(F)F)cc(-c3ccco3)nc12,i,8,-9,i,8,i,i,i,i,i,i
COCCNc1nnc(SCC(=O)NNC(=O)c2ccccc2)s1,i,-5,-3,i,1,i,i,i,i,i,i
O=c1c(CN2CCN(Cc3ccccc3F)C(CCO)C2)coc2ccccc12 (centres undefined),i,3,-4,i,1,i,i,i,i,i,i
COc1ccc(C2CCCN2C(=S)Nc2cccc(C)c2)cc1OC (centres undefined),i,2,-10,i,5,i,i,i,i,i,i
CC(C)C(=O)Nc1c(-c2cccc(Cl)c2)c(=O)c2ccccc2n1C,i,-2,-6,i,1,i,i,i,i,i,i
COCCn1c(=O)[nH]c2cc(C(=O)N3CCN(c4ccccc4)CC3)ccc2c1=O,i,1,-4,i,4,i,i,i,i,i,i
CC(=O)Nc1ccc(C23CC4CC(CC(C4)C2)C3)cc1,i,x,-13,i,-6,i,i,i,i,i,i
N=c1c2c(-c3ccccc3)c(-c3ccccc3)oc2ncn1CCCN1CCOCC1,i,3,-29,i,0,i,i,i,i,i,i
NS(=O)(=O)c1ccc(NC(=O)c2ccc3c(c2)CCCC3)cc1,i,-1,-6,i,4,i,i,i,i,i,i
CC1CCCC(C)N1C(=O)CSCc1ccc(Cl)cc1 (centres undefined),i,2,-6,i,6,i,i,i,i,i,i
CC(=O)Nc1ccc(S(=O)(=O)N2CCc3cc4c(cc3C2C)OCCCO4)cc1 (centres undefined),i,-3,-7,i,-5,i,i,i,i,i,i
CS(=O)(=O)N(CC(=O)NCCSCc1ccco1)c1ccc2c(c1)OCO2,i,-4,-9,i,1,i,i,i,i,i,i
Cc1cc(NC(=O)Nc2ccc(Cl)cc2)n(C)n1,i,1,-7,i,5,i,i,i,i,i,i
COc1ccc(-c2nn(-c3ccccc3)cc2CNC(=O)c2cccc([N+](=O)[O-])c2)cc1,i,1,-9,i,4,-11*,i,i,i,i,i
COC(=O)C(C(=O)NCC1CCCO1)C1CCCCCC1 (centres undefined),i,6,-8,i,6,i,i,i,i,i,i
COc1ccc(N2CCN(C(=O)c3ccc(C)c(NC(=O)c4ccco4)c3)CC2)cc1,i,-2,-10,i,6,i,i,i,i,i,i
COc1cccc(CNC(=O)c2nnn(-c3ccc(OC(F)(F)F)cc3)c2N)c1,i,2,-3,i,-4,i,i,i,i,i,i
N/C(=N\OC(=O)N1CCOCC1)c1ccccc1,i,-6,3,i,3,i,i,i,i,i,i
COc1cccc(-c2cnc(OC(C)(C)C)nc2OC(C)(C)C)c1,i,-4,-22,i,14,-8.7*,8*,i,i,i,i
CC(C)(C)c1cc(NC(=O)CCSc2nnc3ccccn23)cc(C(C)(C)C)c1,i,-2,-10,i,0,i,i,i,i,i,i
COc1ccc(-c2cccc(C3CC=CC4C3C(=O)N(Cc3ccccc3)C4c3ccc(C(F)(F)F)cc3)c2)cc1 (centres undefined),i,2,-13,i,-1,i,i,i,i,i,i
O=C(Cc1cn2ccsc2n1)OCc1nc2ccccc2s1,i,x,-11,x,0,i,i,i,i,x,i
COc1ccc(N2CCN(C(=S)NCCc3ccccc3)CC2)cc1,i,-7,-5,i,-4,i,i,i,i,i,i
Cc1ccc(NC(=O)c2cc(N3C(=O)C4CCCCC4C3=O)ccc2N2CCOCC2)cc1 (centres undefined),i,4,-15,i,2,i,i,i,i,i,i
CCOC(=O)C1(C(=O)O)NC(=O)CC1c1ccccc1 (centres undefined),i,-3,1,i,-1,i,i,i,i,i,i
Cc1ccc2cc(CN(Cc3cccs3)C(=O)c3ccco3)c3nnnn3c2c1C,i,x,-15,x,-9,i,i,i,i,x,i
COc1ccccc1OCC(=O)NCCSCc1cccc(Cl)c1,i,-1,-5,i,0,i,i,i,i,i,i
Nc1ccc(CN2CCOCC2)cc1,i,-1,-10,i,1,i,i,i,i,i,i
Fc1ccc(C2=Nn3c(Cc4ccccc4F)nnc3SC2)cc1,i,-8,-10,i,-1,i,i,i,i,i,i
Cn1c(SCC(=O)N/N=C/c2ccc(O)c(O)c2)nc2ccccc21,i,4,-15,i,6,i,i,i,i,i,i
CN(CC(=O)Nc1c(Cl)cccc1Cl)C(=O)c1cccn1C,i,0,-4,i,2,i,i,i,i,i,i
CC1CC1C(=O)OCC(=O)N(C)c1c(N)n(Cc2ccccc2)c(=O)[nH]c1=O (centres undefined),i,x,-7,i,-2,i,i,i,i,i,i
O=S(=O)(Cc1ccccc1)N1CCC(c2nc(-c3cccs3)no2)CC1,i,1,-8,i,2,i,i,17*,i,i,i
Cc1c(C(=O)Nc2ccc(S(=O)(=O)N3CCOCC3)cc2)cccc1[N+](=O)[O-],i,2,-5,i,-12,i,i,i,i,i,i
COc1cc(Cl)ccc1NC(=O)COc1ccccc1C(=O)N1CCN(c2ccc(O)cc2)CC1,i,0,-12,i,9,i,i,i,i,i,i
Cc1cc(=O)[nH]c(SCC(=O)Nc2cccc3ccccc23)c1C#N,i,5,-5,i,15,i,i,i,i,i,i
CCOC(=O)N1CCN(Cc2nc3cc(NC(=O)C(C)C)ccc3n2C)CC1,i,-1,-10,i,0,i,i,i,i,i,i
NNC(=S)NC1CCCCCCCCCCC1,i,-1,-18,i,2,i,8*,i,i,i,i
COCCCNC(=O)C1Cc2cc(S(=O)(=O)N3CCCC3)ccc2N1C(C)=O (centres undefined),i,-3,-8,i,6,i,i,i,i,i,i
N#C/C(=N\Nc1ccc(S(=O)(=O)N2CCCCC2)cc1)C(N)=S,i,-2,-14,i,-1,i,i,i,i,i,i
CNC(=S)N(Cc1ccco1)Cc1cc2cc(OC)ccc2[nH]c1=O,i,x,-11,i,-1,i,i,i,i,i,i
COCCn1c(SCC(=O)N2CCCc3ccccc32)nc2c(c1=O)SC(C)C2 (centres undefined),i,-6,-9,i,8,i,i,i,i,i,i
CN(C)c1nc(-c2ccccc2)c2cnn(Cc3ccccc3)c2n1,i,-3,1,i,-1,i,i,i,i,i,i
COc1ccc(-n2nc(C(=O)NCC(=O)N3CCN(Cc4ccccc4)CC3)c3ccccc3c2=O)cc1,i,-2,-8,i,1,i,i,i,i,i,i
O=c1[nH]c(/C=C\c2ccc(O)c(Cl)c2)nc(O)c1[N+](=O)[O-],i,6,-3,i,6,i,i,i,i,i,i
Cc1ccc(S(=O)(=O)N2CCC(c3nc4c(nnn4Cc4ccccc4)c(=O)[nH]3)CC2)cc1,i,4,-14,i,6,i,i,i,i,i,i
C/C(=N/NC(=O)Cn1nc2ccccc2n1)c1ccc(F)cc1,i,2,-7,i,4,i,i,i,i,i,i

# Not a retest: entries from further up.
SMILES,TRPC4 act,DYRK1A inh,hERG rescue,TMEM16A act,HDAC3 inh,KCNK9 inh,KCNQ1 inh,TRPC4 PAM,KCNQ1 act,KCNK3 inh,ANO1 block
NNC(=S)NC1CCCCCCCCCCC1,i,-1,-18,i,2,i,8*,i,i,i,i
COCCCNC(=O)C1Cc2cc(S(=O)(=O)N3CCCC3)ccc2N1C(C)=O (centres undefined),i,-3,-8,i,6,i,i,i,i,i,i
N#C/C(=N\Nc1ccc(S(=O)(=O)N2CCCCC2)cc1)C(N)=S,i,-2,-14,i,-1,i,i,i,i,i,i
CNC(=S)N(Cc1ccco1)Cc1cc2cc(OC)ccc2[nH]c1=O,i,x,-11,i,-1,i,i,i,i,i,i
COCCn1c(SCC(=O)N2CCCc3ccccc32)nc2c(c1=O)SC(C)C2 (centres undefined),i,-6,-9,i,8,i,i,i,i,i,i
CN(C)c1nc(-c2ccccc2)c2cnn(Cc3ccccc3)c2n1,i,-3,1,i,-1,i,i,i,i,i,i
COc1ccc(-n2nc(C(=O)NCC(=O)N3CCN(Cc4ccccc4)CC3)c3ccccc3c2=O)cc1,i,-2,-8,i,1,i,i,i,i,i,i
O=c1[nH]c(/C=C\c2ccc(O)c(Cl)c2)nc(O)c1[N+](=O)[O-],i,6,-3,i,6,i,i,i,i,i,i
Cc1ccc(S(=O)(=O)N2CCC(c3nc4c(nnn4Cc4ccccc4)c(=O)[nH]3)CC2)cc1,i,4,-14,i,6,i,i,i,i,i,i
C/C(=N/NC(=O)Cn1nc2ccccc2n1)c1ccc(F)cc1,i,2,-7,i,4,i,i,i,i,i,i

# The listing continues.
SMILES,TRPC4 act,DYRK1A inh,hERG rescue,TMEM16A act,HDAC3 inh,KCNK9 inh,KCNQ1 inh,TRPC4 PAM,KCNQ1 act,KCNK3 inh,ANO1 block
Cc1cc(C(=O)OCC(=O)NC(C)(C)C)c2ccccc2n1,i,4,-12,i,-1,i,i,i,i,i,i
Cc1ccccc1-c1nnc(SCc2ccccc2F)o1,i,1,-7,i,-5,i,i,i,i,i,i
O=C(Nc1nn[nH]n1)c1cc(-c2ccc(Cl)c(Cl)c2Cl)nc2ccccc12,i,x,-16,i,-3,i,i,i,i,i,i
COc1cccc(-c2nnc(SCC(=O)N3CC(C)CC(C)C3)o2)c1 (centres undefined),i,15,-10,i,12,i,i,i,i,i,i
CCCOC(=O)c1c(N)sc2c1CCC2,i,-2,-13,i,-2,i,i,i,i,i,i
Clc1ccc(N=C2SCC3CCCCN23)cc1 (centres undefined),i,-1,-8,i,5,i,i,23*,i,i,i
COc1ccccc1NC(=O)C(C)OC(=O)CCNS(=O)(=O)c1ccc(C)c(C)c1 (centres undefined),i,-7,-14,i,8,i,i,i,i,i,i
COC(=O)c1ccc(C23CC4(C2)[C@H](CN(Cc2cccnc2)[C@@H]4c2ccccc2)C3c2ccccc2)cc1 (some centres undefined),i,5,-3,i,4,i,i,i,i,i,i
O=C(NC1CC1)C1=C[C@H](c2coc3ccccc3c2=O)C[C@H](OCCCCO)O1,i,6,-7,i,-2,i,i,i,i,i,i

# From PubChem
